# Source: PubChem (NCI)
# All columns: NCI-60 one-dose screen, growth in % after 48 h at 10 µM unless noted; 100 = growth as untreated, 0 = no growth, -100 = all killed.
# OVCAR-8: OVCAR-8 ovarian cancer; 81,000 tested, 4.4% active; AID 1794782
# OVCAR-5: OVCAR-5 ovarian cancer; 82,000 tested, 2.9% active
# NCI-H23: NCI-H23 lung cancer; 80,000 tested, 4% active
# NCI-H460: NCI-H460 lung cancer; AID 1794736; 82,000 tested, 6.8% active
# NCI-H226: NCI-H226 lung cancer; 79,000 tested, 3.5% active
# NCI-H522: NCI-H522 lung cancer; 78,000 tested, 8% active; AID 1794739
# NCI-H322M: NCI-H322M lung cancer | 80,000 tested, 2.7% active
# NCI/ADR-RES: NCI/ADR-RES ovarian cells; 81,000 tested, 4.4% active; AID 1794790
# OVCAR-3: OVCAR-3 ovarian cancer; AID 1794787; 79,000 tested, 7% active
# Active calls of the source: *; / = no result given; & = joins results of further samples. How the source made its calls: active means growth percent below 10; inactive means the rest.
Compound	OVCAR-8	OVCAR-5	NCI-H23	NCI-H460	NCI-H226	NCI-H522	NCI-H322M	NCI/ADR-RES	OVCAR-3
CC(C)Cc1ccc(C(C)C(=O)OCc2ccc(Cn3c(=O)sn(CCI)c3=O)cc2)cc1 (centres undefined)	100.0	96.9	104.4	112.1	93.3	83.5	103.5	95.7	114.1
CCCCCCCC/C=C\CCCCCCCCOc1ccccc1CC(=O)NCC[N+](C)(C)C	64.4	25.0	65.5	23.8	52.3	51.1	96.6	103.9	83.2
Cn1c(=O)c2c(nc(Br)n2CC(=O)N2CCc3ccccc32)n(C)c1=O	98.6	96.2	96.4	103.6	90.9	96.0	100.6	99.8	111.0
O=C1/C(=C/c2coc3ccccc3c2=O)N=C(c2ccccc2)N1c1ccc(S(=O)(=O)Nc2nccs2)cc1	90.0	105.0	98.3	102.5	93.9	90.7	98.7	97.9	94.9
Cc1cccc(C2=CCCCC2)c1	106.6	103.0	105.9	107.4	96.9	106.8	99.4	109.8	106.9
COc1ccc(-c2c(-c3ccccc3)oc3cc(O)ccc3c2=O)cc1	101.1	107.8	90.6	99.3	101.1	/	98.9	85.0	86.4
C=CCN1C(=O)/C(=C/c2ccc(N(C)C)cc2)SC1=Nc1ccc(Cl)c(Cl)c1	95.0	87.5	91.7	98.1	/	68.1	93.8	84.3	89.0
C[C@@H]1CC[C@@]2(OC1)O[C@H]1C[C@H]3[C@@H]4CC=C5c6sc(Nc7ccccn7)nc6CC[C@]5(C)[C@H]4CC[C@]3(C)[C@H]1[C@@H]2C	94.5	104.1	/	96.1	99.6	91.3	105.8	100.6	103.6
Nc1ccc(S(=O)(=O)O)c2cc(S(=O)(=O)O)cc(O)c12	105.5	101.7	110.0	108.4	105.4	102.9	116.8	105.2	113.1
COC(=O)[C@@H]1CCCN1C(=O)[C@@H]1CCCN1C(=O)[C@H](Cc1ccccc1)NC(=S)Nc1cc(C(F)(F)F)cc(C(F)(F)F)c1	41.6	88.4	89.2	84.8	80.2	-11.4*	89.7	67.4	24.6
CC12CCC3c4ccccc4CCC3(CO1)C2 (centres undefined)	103.0	96.3	98.3	104.6	95.8	94.6	94.7	106.1	115.0
C/C(=C(/c1ccc(Cl)cc1)c1ccc(OCCN2CCCCC2)cc1)c1ccc(Cl)cc1	103.7	102.8	99.2	108.6	104.2	97.9	95.8	100.0	110.2
COc1ccccc1Nc1nc(-c2ccc(O)cc2)nc2n[nH]c(Nc3ccccc3)c12	64.8	94.1	74.9	36.5	82.4	51.6	64.3	60.8	65.2
C/C=C/C=N/NC(=S)NCc1ccccc1	83.9	106.5	99.2	107.9	106.1	91.9	99.8	105.0	110.5
Cc1ccc(C(=O)/C=C/c2ccccc2)cc1	105.0	116.1	98.8	100.2	103.9	98.9	95.6	100.8	103.7
Cc1nn(-c2ccccc2)c2ncc3c(c12)C(=O)N(Cc1ccccc1)C3=O	/	63.6	63.9	4.8*	-14.2*	59.9	58.6	42.1	19.2
CC1(C)CC[C@]23CC[C@]4(C)[C@H](CC[C@@H]5[C@@]6(C)C/C(=C\O)C(=O)C(C)(C)[C@@H]6CC[C@]54C)[C@H]2[C@H]1OC3=O	104.4	108.6	106.6	103.8	100.4	93.6	102.5	105.4	109.9
O=NC1C2C=CC(C2)C1Cl (centres undefined)	109.9	106.1	102.4	115.6	98.3	91.0	98.6	104.0	107.5
OCCN1CCCN(CCCN2c3ccccc3Sc3ccc(C(F)(F)F)cc32)CC1	91.0	83.9	68.8	40.7	92.7	/	73.6	73.5	78.7
Cc1ccc(NCc2cn(-c3ccc(C(=O)O)cc3)nc2-c2ccc(C(=O)O)cc2)cc1Cl	100.7	116.8	107.2	106.8	97.3	98.2	99.9	103.5	110.7
S=c1[nH]c2cnc(Cl)nc2[nH]1	104.7	106.9	105.6	114.9	113.8	/	119.5	107.3	114.5
O=C(O)CCCCC(=O)O	129.7	114.2	105.7	112.2	101.9	98.8	106.6	102.4	100.1
COc1cc(-c2nc(-c3ncccn3)nc(N)c2C#N)cc(OC)c1OC	101.9	104.0	99.0	106.3	95.0	92.6	101.3	102.5	103.4
O=C(C1CCC1)N1N=C(c2ccc(-n3ccc(C(F)(F)F)n3)c(F)c2)CC1c1ccc[nH]1 (centres undefined)	99.2	102.8	99.0	102.5	102.8	88.1	104.6	99.4	111.6
COc1ccc(/C=C2\N=C(c3ccccc3)N(C(=O)c3ccccc3O)NC2=O)cc1	108.6	98.5	89.7	98.7	101.1	100.2	105.0	93.1	118.5
COc1cc(Cn2nc(-c3ccccc3)c3c2CCc2cnoc2-3)cc(OC)c1OC	85.1	108.0	82.1	83.1	/	81.3	106.3	77.1	91.8
COc1ccc(-c2ccc3cnc4sc(-c5ccc(OC)cc5)nc4c3n2)cc1	96.3	97.4	91.0	101.7	85.7	87.4	86.7	92.9	101.5
Cc1ccc([C@@H]2C[C@@H]3Cc4cc(F)ccc4N2O3)s1	105.4	87.2	101.7	101.3	/	107.6	98.2	101.3	113.6
O=C(O)C(Oc1ccc(Cl)cc1)c1ccc(Cl)cc1 (centres undefined)	102.2	100.5	99.6	107.9	97.2	98.4	114.4	104.8	101.2
CNN(C)c1ccccc1C	105.3	95.4	93.7	/	99.1	82.7	111.3	102.5	/
CC1=C2[C@@H](CC1)[C@]1(C)O[C@@](C(C)C)(C[C@H]1OC(=O)CO)[C@H]2OC(=O)C1CC1c1ccccc1 (some centres undefined)	65.6	78.2	92.8	85.6	78.2	73.9	84.7	69.0	96.5
COc1cccc2c1nc1n2C(c2c(F)cccc2F)SC1 (centres undefined)	97.9	103.7	101.1	93.6	88.3	61.8	100.5	98.3	113.6
CC1=CC(C)(C)NC(=S)N1c1cccc2c(S(=O)(=O)O)cccc12	126.4	101.7	117.7	112.9	111.2	/	131.5	109.5	103.8
CC(=O)OC1CC2CC1C1C=CCC21 (centres undefined)	97.1&100.4	93.1&102.0	99.1&101.4	103.1&107.0	101.7	91.4&94.9	92.0	157.9&101.7	103.9&106.9
COc1cc(CNC(=O)/C=C/c2ccccc2)ccc1OCc1cn(-c2ccccc2F)nn1	105.4	112.0	106.1	101.7	92.6	93.8	102.7	99.5	102.7
Cc1cc(=O)n(C)c2cc(N3C(=O)CC[C@@H](NS(=O)(=O)CC(C)C)[C@@H]3c3ccc(Cl)cc3)ccc12	98.6	97.1	98.8	108.1	103.5	83.1	82.8	102.1	104.3
COc1cccc(CN2CCN(N=O)CC2)c1	99.7	101.3	100.4	103.6	105.9	93.9	79.3	104.7	114.2
COc1ccc(/C=C/C(=O)N2CC(C)OC(C)C2)cc1OC1CCCC1 (centres undefined)	102.8	97.4	105.7	108.2	/	93.8	105.5	107.7	114.1
CCCCCCCC/C=C\CCCCCCCC(=O)OCCCCC	106.9	96.7	96.1	111.6	106.3	110.0	102.0	102.0	111.2
COc1c(C)cnc(CSc2nc(-c3ccc(Cl)cc3)cn2-c2ccc(Cl)cc2)c1C	103.0	97.4	94.5	96.7	96.9	64.5	85.1	98.8	91.4

# Carrying on:
SMILES,OVCAR-8,OVCAR-5,NCI-H23,NCI-H460,NCI-H226,NCI-H522,NCI-H322M,NCI/ADR-RES,OVCAR-3
Cc1cc(=O)[nH]n1-c1cc(Cl)c(Cl)cc1N,102.7,117.4,104.2,120.7,/,/,107.6,105.4,117.6
N#CCCN(C(=O)Nc1ccccc1)C1CCCCC1,95.6,97.0,112.4,116.3,96.8,99.0,116.7,112.0,123.7
CC(C)C[C@@H]1N[C@]2(C(=O)Nc3ccccc32)[C@@H](c2ccc(F)cc2)[C@@H]1C(=O)c1ccc(O)cc1,92.7,96.6,87.1,90.7,92.3,78.1,89.5,96.2,85.8
C#Cc1nc(C2=C(C)C(OC(C)=O)/C(=N/OC(C)=O)C2)cs1 (centres undefined),0.1*,30.1,/,36.1,96.1,-86.2*,115.8,-5.6*,-15.8*
O=[N+]([O-])c1ccc(Nc2ccccc2)c([N+](=O)[O-])c1,112.2,105.0,108.7,101.2,102.2,/,104.2,111.5,116.5
CC(=O)Oc1ccc2c(c1)c1cc3ncccc3nc1n2C(C)=O,61.9,99.9,69.4,64.6,77.4,54.9,73.5,62.6,92.0
Cn1nnc2c(C(N)=O)ncn2c1=O,74.5,96.0,97.0,80.8,83.6,/,/,88.4,95.6
COc1ccc(/C=C2\C(=O)NC(=Nc3ccccc3)N2/N=C/c2ccccc2Cl)cc1,99.4,96.9,91.3,106.3,91.6,94.5,104.3,93.3,104.1
COC(=O)C1=C/CCCN(C(c2ccccc2)c2ccccc2)/C=C\1C(=O)OC,98.7,95.5,91.2,106.4,104.1,87.4,98.6,109.1,117.9
CCOc1ccc2c(c1)CN(Cc1ccc(Cl)cc1)CO2,34.1,90.9,80.8,40.1,/,72.9,69.1,43.7,22.2
C/C(=C(/C)C1CC1CCNS(=O)(=O)c1ccc(C)cc1)c1ccccc1 (centres undefined),98.8,97.3,100.4,103.7,92.1,88.0,97.4,96.0,101.5
CC1=C(C(=O)c2cnccn2)C(c2ccc(O)cc2)NC(=O)N1 (centres undefined),103.4,103.2,94.9,106.6,104.3,95.1,108.2,100.5,104.9
CSc1nsc(SC)c1C(N)=O,103.5,117.3,90.9,112.2,102.3,107.0,115.7,108.8,109.4
O=C1NC(=O)C(c2ccccc2)(c2ccc(Cl)cc2Cl)N1 (centres undefined),104.6,85.5,96.0,99.4,98.8,78.4,105.0,97.2,/
C#C/C(=C\c1ccc(Br)cc1)n1nc2cccc(F)c2n1,87.3,96.2,73.4,70.7,98.4,61.7,78.2,72.4,67.9
Fc1cc(F)cc(NNC(=S)c2ccccc2)c1,41.0,91.8,23.1,21.9,49.7,37.0,73.4,55.2,/
CC(C)CC(NC(=O)C(C)N)C(=O)OC(C)(C)C (centres undefined),111.4,103.8,105.5,111.1,102.0,99.6,100.3,102.4,107.6
Cc1ccc(-c2nc(NS(=O)(=O)c3ccccc3)nc(Nc3ccc(Cl)cc3)c2C#N)cc1,106.7,114.8,109.7,112.2,113.2,105.1,111.7,104.2,116.7
Cc1ccc(O)c(C(=O)c2ccc(Cl)cc2)c1,101.0,87.1,101.8,115.4,107.9,103.0,105.6,92.1,100.7
COCCCNC1=C(C#N)C(=O)NC(c2cccs2)S1 (centres undefined),113.2,109.4,104.4,99.2,98.4,127.2,95.4,110.5,117.6
O=C1OCC2=C1C(c1ccccc1)c1cc3c(cc1N2CCO)OCO3 (centres undefined),63.3,46.8,42.5,-3.2*,49.0,-23.7*,85.8,-20.4*,4.0*
c1ccc(CN2CCCC(c3ccccc3)=C2c2ccccc2)cc1,97.7,98.3,86.6,99.5,83.3,63.4,96.4,91.9,93.8
COc1cc(C2CC(c3ccccc3)=NN2C(C)=O)cc(OC)c1OC (centres undefined),51.2,92.3,64.1,15.5,82.1,7.5*,/,11.1,-10.7*
CN(C)CCOC(=O)c1ccccc1,105.6,100.7,103.8,107.3,/,87.4,103.0,102.1,110.6

# One compound at a time (already shown):
# Profile of O=C(O)CCCCC(=O)O = OVCAR-8: 129.7; OVCAR-5: 114.2; NCI-H23: 105.7; NCI-H460: 112.2; NCI-H226: 101.9; NCI-H522: 98.8; NCI-H322M: 106.6; NCI/ADR-RES: 102.4; OVCAR-3: 100.1
# Profile of COc1ccc(/C=C2\N=C(c3ccccc3)N(C(=O)c3ccccc3O)NC2=O)cc1 = OVCAR-8: 108.6; OVCAR-5: 98.5; NCI-H23: 89.7; NCI-H460: 98.7; NCI-H226: 101.1; NCI-H522: 100.2; NCI-H322M: 105.0; NCI/ADR-RES: 93.1; OVCAR-3: 118.5

# The list continues.
SMILES,OVCAR-8,OVCAR-5,NCI-H23,NCI-H460,NCI-H226,NCI-H522,NCI-H322M,NCI/ADR-RES,OVCAR-3
CCOC(=O)C1(C)CCCC1N (centres undefined),105.8,105.9,102.1,108.8,99.1,102.0,100.8,116.1,103.9
CCOC(=O)c1ccc(NC(=O)Nc2ccc(-c3ccc(F)cc3)nc2C)cc1,105.1,155.6,105.6,96.6,88.9,76.4,113.2,107.9,117.2
C#Cc1cccc(Nc2ncnc3cc(OCCOC)c(OCCOC)cc23)c1,40.4,48.4,74.9,55.8,75.4,-6.6*,0.5*,56.9,64.2
CC(C)C(C#N)C(N)=O (centres undefined),107.4,104.0,106.7,102.4,103.5,85.9,110.3,108.3,124.2
Cc1cccc(NC(=O)Oc2ccc(Cl)c3cccnc23)c1,97.1,111.7,100.8,100.5,95.3,90.9,98.7,101.4,94.3
Cc1ccc(-c2nn(-c3ccccc3)cc2C2CC(c3ccc(Cl)cc3)=NN2c2ccc(S(N)(=O)=O)cc2)cc1 (centres undefined),90.0,108.2,87.6,75.0,98.9,75.0,118.5,86.2,90.0
CC(C)c1ccc(/C=C/C(=O)NC2CCN(c3nnnn3C)CC2)c(O)c1,101.9,93.2,99.0,100.8,104.2,97.5,90.5,100.5,116.5
